NR5A2 inv ag = LRH-1 (NR5A2) inverse agonists, primary screen, cell-based, luminescence, HEK293T, StAR-luciferase reporter; AID 602396, 2012; LRH-1 transfected, 24 h; inhibition, % at 3.6 µM; actives 0.13% (n = 360,000); Nuclear receptor subfamily 5 group A member 2 (Homo sapiens), O00482;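 active = inhibition above the mean inhibition of all tested compounds plus 3 SD, cut at about 73% in these data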;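 also: 0% = DMSO wells and 100% = reporter-only cells lacking LRH-1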
Target sequence (O00482 whole entry, looked up): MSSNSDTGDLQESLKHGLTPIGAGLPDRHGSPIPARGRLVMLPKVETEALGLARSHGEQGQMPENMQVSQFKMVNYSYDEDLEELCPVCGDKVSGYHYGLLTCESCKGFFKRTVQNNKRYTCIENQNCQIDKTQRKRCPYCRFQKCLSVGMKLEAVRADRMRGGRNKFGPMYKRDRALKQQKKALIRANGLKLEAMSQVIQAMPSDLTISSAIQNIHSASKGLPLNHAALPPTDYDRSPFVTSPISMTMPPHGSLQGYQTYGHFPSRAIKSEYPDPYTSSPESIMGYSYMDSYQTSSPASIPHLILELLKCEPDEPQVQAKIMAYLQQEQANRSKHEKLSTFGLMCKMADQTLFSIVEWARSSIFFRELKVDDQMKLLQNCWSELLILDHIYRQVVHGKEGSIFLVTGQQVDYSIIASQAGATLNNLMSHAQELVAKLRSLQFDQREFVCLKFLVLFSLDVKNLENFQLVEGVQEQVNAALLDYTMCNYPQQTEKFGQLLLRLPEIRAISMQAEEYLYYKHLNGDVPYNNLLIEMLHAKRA
TWEAK Fn14 block = inhibitors of TWEAK-Fn14 signaling, primary screen, luciferase reporter cells, uHTS. actives 2% (n = 360,000). inhibition, % at 10 µM. TWEAK-stimulated Fn14 reporter cells, luciferase luminescence, 8 h; in the data active = inhibition above about 50%
NOD2-RIPK2 inh = NOD2-RIPK2 binding disruptors in cells, primary screen, fluorescence, CHO cells, BLA complementation | Receptor-interacting serine/threonine-protein kinase 2 (Homo sapiens), O43353 | CCF4 ratio | inhibition, % at 4.98 µM | actives 0.38% (n = 360,000) | AID 624267, 2012; in the data active = inhibition above about 21%;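 also: 0% = vehicle only and 100% = reference blocker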
Target sequence (O43353 whole entry, looked up): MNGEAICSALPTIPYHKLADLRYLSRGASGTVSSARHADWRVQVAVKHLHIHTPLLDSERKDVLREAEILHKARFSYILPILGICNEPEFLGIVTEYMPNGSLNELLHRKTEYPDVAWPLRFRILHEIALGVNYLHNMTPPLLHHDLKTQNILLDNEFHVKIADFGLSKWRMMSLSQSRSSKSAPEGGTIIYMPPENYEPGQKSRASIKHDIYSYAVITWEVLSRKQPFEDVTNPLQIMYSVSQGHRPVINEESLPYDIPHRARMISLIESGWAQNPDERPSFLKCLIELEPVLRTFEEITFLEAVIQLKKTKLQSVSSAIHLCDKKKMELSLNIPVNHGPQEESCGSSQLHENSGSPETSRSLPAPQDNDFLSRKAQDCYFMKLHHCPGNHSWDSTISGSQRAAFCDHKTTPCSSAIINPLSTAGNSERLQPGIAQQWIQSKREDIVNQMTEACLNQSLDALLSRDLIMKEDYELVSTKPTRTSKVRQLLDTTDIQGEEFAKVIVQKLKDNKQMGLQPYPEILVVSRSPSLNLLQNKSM
COUP-TFII inh = NR2F2 transcriptional activity inhibitors, primary screen, cell-based, luciferase reporter, HEK293T, luminescence | COUP transcription factor 2 (Homo sapiens), P24468 | HEK293T NGFI-A luciferase reporter | inhibition, % at 8.6 µM | actives 0.7% (n = 370,000) | AID 686940, 2013;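 active = inhibition above a per-plate cutoff, mean inhibition of test wells between control levels plus 3 SD, cut at about 38% in these data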;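 also: cells cotransfected with COUP-TFII expression vector driving the NGFI-A reporter; 0% = median of COUP-TF2 test wells and 100% = reporter-only cells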
EBV LMP1 NFkB = EBV LMP1-driven NF-kappaB luciferase reporter inhibitors, primary screen, cell-based, luminescence, single point; LMP1-induced NF-kappaB luciferase reporter cells; inhibition, % at 12.5 µM; actives 0.69% (n = 350,000); AID 504558, 2011; in the data active = inhibition above about 41%;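 also: 0% = neutral control wells and 100% = reference inhibitor control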
TLR9-MyD88 inh = inhibitors of TLR9-MyD88 association in cells, primary screen, cell-based, CHO, BLA complementation, fluorescence; Toll-like receptor 9 (Homo sapiens) + Myeloid differentiation primary response protein …; CCF4 FRET ratio; inhibition, % at 4.98 µM; actives 0.21% (n = 340,000);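 active = inhibition above the mean over all tested compounds plus 3 SD, cut at about 21% in these data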;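 also: 0% = DMSO only wells and 100% = clavulanate BLA inhibitor control wells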
TROY signal inh = inhibitors of TROY-driven NF-kB signaling, primary screen, Q293 LMP1-TROYcd cells, NF-kB luciferase, uHTS; actives 0.98% (n = 360,000); Q293 LMP1-TROYcd NF-kB luciferase reporter, 4 h; inhibition, % at 10 µM; AID 1347056, 2019;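 active = compounds whose plate-normalised and pattern-corrected inhibition of the luciferase reporter signal at the single screening dose is 50% or more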
NCOA2 inhibitor = inhibition of GAL4-SRC2 driven luciferase reporter, primary screen, SRC2 inhibitor project, cell-based, luminescence; Nuclear receptor coactivator 2 (Homo sapiens), Q15596; HEK293 GAL4-SRC2 luciferase reporter; inhibition, % at 9 µM; actives 0.17% (n = 370,000); AID 651957, 2012;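 active = inhibition above the mean inhibition of all tested compounds plus 3 SD, set per campaign, cut at about 52% in these data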;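 also: 0% = DMSO treated cells and 100% = cells given Gossypol at 36 µM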
NCOA1 inh = SRC1 coactivator transcriptional activity inhibitors, primary screen, cell-based, luminescence; HEK293 GAL4-SRC1 luciferase reporter; Nuclear receptor coactivator 1 (Homo sapiens), Q15788; AID 588354, 2011; actives 0.12% (n = 360,000); inhibition, % at 3.6 µM;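 active = inhibition above the campaign mean plus 3 SD, with each screening campaign given its own cutoff, cut at about 60% in these data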;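 also: 0% = DMSO treated cells and 100% = gossypol at 36 µM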
SRC3 inh = SRC3 coactivator transcriptional activity inhibitors, primary screen, cell-based, luminescence; Nuclear receptor coactivator 3 (Homo sapiens), Q9Y6Q9; HEK293 GAL4-SRC3 luciferase reporter; inhibition, % at 3.6 µM; actives 0.17% (n = 360,000); AID 588352, 2011;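 active = inhibition above a per-campaign cutoff, the mean of all compounds plus 3 SD, cut at about 60% in these data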;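 also: 0% = DMSO-treated cells and 100% = gossypol-treated cells at 36 µM; higher means less SRC3-driven luciferase light from the GAL4 reporter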
TRAIL sens C8 = viability loss with TRAIL in NB7+C8 cells, primary screen, TRAIL sensitizer project, cell-based, ATPlite luminescence; actives 1% (n = 360,000); inhibition (viability loss, TRAIL sensitization), % at 10 µM;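 active = compounds causing at least 50% loss of cell viability in the single-dose screen, relative to plate controls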
* = called active by the depositor; . = not tested or not shown.

SMILES	NR5A2 inv ag	TWEAK Fn14 block	NOD2-RIPK2 inh	COUP-TFII inh	EBV LMP1 NFkB	TLR9-MyD88 inh	TROY signal inh	NCOA2 inhibitor	NCOA1 inh	SRC3 inh	TRAIL sens C8
CC(=O)c1ccc(NC(=O)Cn2c3ccccc3c3nc(=O)cc(C)n32)cc1	-4.1	-7.4	-7.3	-1.4	-6.7	-4.1	19.1	1.5	-3.7	11.4	-16.0
C[C@H](CO)N1C[C@H](C)[C@@H](CN(C)Cc2ccccc2)Oc2ccc(NC(=O)CCCCCC(=O)Nc3ccccc3N)cc2C1=O	-0.8	-19.7	4.4	21.8	24.1	-3.1	4.9	10.0	-1.2	-4.3	7.5
CC1CC(C)CN(c2ccc(C(=O)OCC(=O)NC3CCCc4ccccc43)cc2[N+](=O)[O-])C1 (configuration not stated)	7.2	-14.8	-1.5	-6.6	-9.8	12.7	-25.7	-15.1	-3.2	-25.8	-2.8
O=c1[nH]c(-c2ccccc2)c(-c2ccccc2)nc1[N+](=O)[O-]	5.1	9.8	-6.7	1.6	-7.2	-0.1	9.4	-20.4	6.0	2.8	-25.2
COc1ccc(C2C3=C(Nc4ncnn42)c2ccccc2CCC3)cc1 (configuration not stated)	12.8	-11.3	-10.9	-12.7	6.7	-0.9	-9.4	-15.6	13.8	-3.6	0.8
CCOC(=O)C1(Cc2cccc(Cl)c2)CCCN(C(=O)c2occc2C)C1 (configuration not stated)	17.4	-18.7	11.7	9.8	-10.8	1.2	-35.4	-15.7	1.1	-2.5	11.5
CC(C)(C)OC(=O)NCCOC(=O)c1[nH]cnc1C(=O)NCc1ccccc1	2.6	3.0	6.0	3.1	3.0	0.0	6.2	-10.2	0.2	-5.6	2.7
O=c1nc(SCc2ccc(Cl)cc2)nc(-c2ccccc2)[nH]1	18.3	12.2	3.1	10.5	0.6	3.4	-9.7	-12.2	-36.6	15.5	-17.2
CCc1nc2ccc(C(=O)NCCCN3CCCC3=O)cn2c1N(C)C(=O)Nc1ccccc1OC	-12.3	-2.4	-10.7	-6.2	.	.	-5.7	-1.6	-3.2	-5.3	-1.8
O=c1[nH]c2ccc(F)cc2[nH]c1=O	-5.0	-9.2	-11.3	-3.7	6.4	-2.5	1.8	6.1	1.1	1.2	-3.4
CCN(CC)C(=O)Oc1ccc(Br)c2ccccc12	-16.9	2.7	-6.4	-3.4	8.9	-2.9	-1.2	6.9	11.8	4.0	15.2
CCS(=O)(=O)c1nc(S(=O)(=O)c2ccc(C)cc2)c(N2CCCCCC2)s1	-8.0	7.6	-9.6	-10.8	-1.4	-9.0	0.5	-10.8	-20.9	16.3	0.6
CCOC(=O)c1c(C)oc2c1c(C=NCCC(=O)O)c(O)c1ccccc12	-8.8	20.9	-9.1	-8.4	5.5	-11.6	24.6	-13.8	-2.3	0.7	-5.7
Cc1cc(/C=N/NC(=O)c2ccncc2)c(C)n1-c1cccc(C(F)(F)F)c1	-6.5	-3.6	-6.9	13.0	-15.1	0.5	-3.7	-4.6	-5.7	-8.7	-4.6
CCn1c(SCC(=O)Nc2ccccc2)nnc1-c1ccc(S(=O)(=O)N2CCOCC2)cc1	18.6	-10.4	-5.1	-17.8	-2.0	0.3	1.6	8.1	-9.4	3.7	-3.8
COc1ccc(NC(=O)c2ccc3c(c2)NC(=O)CS3)cc1	-51.6	-2.2	-1.4	-23.3	-13.4	-14.1	-27.3	8.1	-56.2	-14.5	42.1
Cc1ccc2ccc(C3C(=O)c4ccccc4C3=O)nc2c1	-37.0	32.4	-13.4	-18.5	-62.8	-2.3	-60.5	-37.8	-76.3	-81.3	32.0
Cc1sc2nc(SCC(=O)NCc3ccco3)[nH]c(=O)c2c1C	-3.1	-7.8	-8.2	-13.7	5.6	-10.9	-5.0	8.6	9.2	1.6	-4.0
Cc1cc(C(=O)CSc2nc3ccccc3n2CCC#N)c(C)n1Cc1cccs1	3.6	15.6	-3.2	3.0	-10.7	-10.1	5.5	0.7	3.5	9.5	0.7
OC1CCCC1	1.2	3.0	-3.2	-10.2	-4.1	5.8	-2.1	6.5	-4.8	3.5	15.3
Cc1cccc(OCC(O)Cn2c(NCc3cccnc3)nc3c2c(=O)[nH]c(=O)n3C)c1 (configuration not stated)	17.1	-7.8	8.3	-18.5	4.8	-8.3	4.6	-63.4	-23.4	18.4	-1.2
N#CC1=C2SCC(O)(c3ccccc3)N2C(=O)CC1c1ccccc1 (configuration not stated)	8.3	22.9	7.7	-29.3	6.0	-0.1	5.3	-14.2	4.5	-1.7	-2.7
Cc1ccc(N(CC(=O)NCc2ccccc2Cl)S(=O)(=O)c2cccs2)cc1	7.6	6.0	3.3	6.5	-0.4	-4.5	-11.3	-8.9	3.7	17.3	-4.0
Cn1c(=O)c2c(nc(SCC(=O)N3CCc4ccccc4C3)n2C)n(C)c1=O	3.7	11.2	-1.5	2.7	-3.1	6.0	-22.9	-33.5	5.7	14.3	6.2
COc1cc(C2CC(=O)c3cnc(N4CCN(Cc5ccccc5)CC4)nc3C2)cc(OC)c1OC (configuration not stated)	3.5	40.0	-5.4	0.1	19.6	10.7	40.2	11.6	-11.5	-13.2	-22.9
Oc1ccc[n+](CC(O)c2ccccc2)c1 (configuration not stated)	-7.4	4.4	-10.3	2.4	2.2	-1.6	-18.7	0.9	-22.6	-24.5	11.4
COCC(=O)Nc1nc2n(n1)C(c1ccc(Cl)cc1)CC(c1ccc(OC)cc1)N2 (configuration not stated)	8.0	21.1	16.7	-3.8	4.8	4.3	16.0	-26.4	-30.3	8.2	0.2
CCNC(=S)N/N=C/c1c(C)nn(-c2cccc(Cl)c2)c1Cl	3.5	-9.0	3.0	-1.1	-7.3	15.0	8.6	-3.3	-5.8	12.2	10.4
CCOc1ccccc1Oc1cn[nH]c1-c1ccc(OCC(=O)NN)cc1O	4.0	1.3	-0.1	2.5	0.4	7.0	2.2	6.6	7.6	-3.6	-19.2
CCOCCNC(=O)c1ccccc1C(=O)NCCOCC	0.6	18.3	-2.8	-8.4	-4.8	3.0	-10.2	-1.4	6.1	8.6	-0.5
Cc1ccc(S(=O)(=O)n2c(=O)oc3ccccc32)cc1	4.0	7.3	4.1	4.2	0.3	3.8	-4.6	5.2	-1.1	1.6	-8.9
CCNC(=O)CC1C(=O)N(c2ccc(F)cc2)C(=O)N1Cc1ccc(OC)cc1 (configuration not stated)	14.5	2.2	-4.7	9.2	-1.0	0.9	-14.3	-15.3	2.3	-6.5	5.4
COc1cccc(/C(O)=C/C(=O)C(=O)Nc2ccc(S(=O)(=O)NC(C)=O)cc2)c1	-8.5	4.7	0.6	17.4	-0.3	-10.2	10.1	-1.6	7.0	-1.7	-3.1
Cc1cccc(C(=O)N[C@H](C(=O)Nc2nnc(C3CC3)s2)C(C)C)c1	14.0	11.6	-3.7	4.1	5.2	4.9	0.5	-30.8	15.5	6.7	0.8
Cc1ccccc1S(=O)(=O)Cc1ccc(C(=O)N2CCN(c3ncccn3)CC2)o1	-8.6	-16.0	-7.4	12.1	-3.9	-14.6	-5.2	4.8	-30.7	5.2	-5.0
CCCNC(=O)N1CCC(C(=O)c2ccc(F)cc2)CC1	2.4	-3.3	-9.0	0.3	-0.3	-1.0	-2.2	-10.3	-3.2	-1.6	4.6
Cc1cc(C)c2nc(N3CCC(C(=O)NCCCN4CCCC4=O)CC3)sc2c1	-12.5	15.9	7.0	18.0	-2.2	-0.1	10.3	-8.6	-17.9	6.0	25.1
CC(C)NC(=O)N(C)C[C@H]1Oc2c(NS(=O)(=O)c3cccs3)cccc2C(=O)N([C@H](C)CO)C[C@@H]1C	-7.6	-7.0	-19.9	-0.7	1.8	-5.0	-12.8	-9.9	1.0	11.9	-0.7
Cc1ccc(C)c(S(=O)(=O)NCCCN2CCOCC2)c1	7.6	5.6	-0.1	0.2	-3.9	1.6	-17.5	16.4	-23.5	1.1	-4.7
COc1ccc(CNC(=O)c2cccnc2Sc2ccc(C)c(C)c2)cc1	18.4	-3.7	-4.0	4.8	2.4	-3.5	-11.8	-5.3	-1.6	22.0	5.5
CN(c1ccc(C(=O)NCc2ccco2)cc1)S(C)(=O)=O	4.6	-1.4	-0.7	-0.7	-3.1	-3.2	-1.4	-15.1	-21.2	-4.6	-1.5
COc1cccc(C2CC(C(F)(F)F)n3nc(C(=O)NCc4cccnc4)cc3N2)c1 (configuration not stated)	30.7	6.4	-0.5	2.3	6.8	-10.2	10.4	1.0	17.9	15.7	13.0
O=C(CN1CCc2ccccc21)Nc1ccc2c(c1)OCCCO2	-16.4	-29.3	5.5	-11.3	-11.5	-20.4	19.2	-17.3	-17.0	-18.1	0.7
CC(C)(C)SCCNC(=O)CN(c1ccc(F)cc1)S(=O)(=O)c1ccccc1	-3.7	25.1	-3.2	14.0	-4.2	-1.0	-6.3	-16.0	-13.5	2.7	-3.4
CC(=O)N1CCC(=NNC(=O)c2cc3ccccc3cc2O)CC1	-19.8	5.7	0.3	-1.4	-4.7	-3.5	9.6	-5.1	3.8	-17.9	-9.1
O=C(Nc1ccc2c(c1)OCO2)C(c1ccc(Cl)cc1)N1CCN(C(=O)c2ccco2)CC1 (configuration not stated)	-8.7	3.1	-2.8	5.6	6.3	-2.3	-45.1	5.8	5.8	20.1	12.0
CCNC(=O)CC1C(=O)N(c2ccc(F)cc2)C(=O)N1Cc1cccs1 (configuration not stated)	-1.9	-9.0	-4.3	8.8	-1.9	-7.2	4.4	2.1	5.5	18.5	4.9
CNC(=O)C(=O)NCCCN1CCOCC1	0.3	0.8	2.9	-23.3	-2.6	-13.5	16.5	4.4	-6.0	7.8	1.6
COc1ccc2c(c1)C(C)CC(C)(C)N2C(=O)CSc1nc2ccccc2s1 (configuration not stated)	6.7	10.8	-12.1	-5.5	-23.7	4.1	-1.5	-2.2	-24.5	-9.0	21.0
Cc1cc(C)cc(-n2nnnc2SCC(=O)Nc2cccc(NC(=O)c3ccco3)c2)c1	-3.8	28.1	-3.0	12.0	-1.8	6.7	-5.9	-7.8	-19.2	6.2	14.9
CCN(CC)CCCN=Cc1c(O)n(-c2c(C)cccc2C)c(=O)c2ccccc12	-7.6	-8.7	-6.9	-1.1	.	.	-18.2	9.9	8.2	21.7	4.6
NC(=S)N/N=C/c1ccc(OC(=O)c2cccnc2)cc1	12.0	22.5	-1.4	1.9	-3.8	-8.4	38.4	5.8	3.0	-15.6	0.3

Screens deposited in PubChem BioAssay by several laboratories.

Only part of the results is shown, so the mix of outcomes need not match the whole.
